# GDH-TPI counter: counter-screen for M. tuberculosis FBA inhibitors: GDH-TPI coupled enzymes; GDH-TPI coupled enzyme counterscreen, NADH absorbance; 1.2% of 360,000 active; inhibition, % at 4.8 µM; in the data active means inhibition above about 30%;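 further: 0% = DMSO wells and 100% = wells lacking the enzyme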
# BoNT A protease: inhibitors of Botulinum neurotoxin A light chain protease; 0.17% of 360,000 active; AID 588499; multiplex microsphere protease substrate cleavage, flow cytometry; inhibition, % at 10 µM; further: plate controls were buffer without enzyme for full effect and enzyme alone for no effect
# Anthrax LF inh2: anthrax lethal factor protease inhibition; P15917; multiplex microsphere protease cleavage assay, LF; inhibition, % at 10 µM; 0.12% of 360,000 active; AID 588501; further: plate controls were buffer without enzyme for full effect and enzyme alone for no effect
# PfHsp40 yeast: compounds rescuing yeast from Plasmodium falciparum HSP40 toxicity; S. cerevisiae expressing PfHsp40, growth rescue, ATP luminescence; growth rescue, % at 12.5 µM; 0.68% of 340,000 active; in the data active means growth rescue above about 28%, passing the limit was not always enough; inconclusive means no clear call, values can overlap the other calls;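 further: yeast W303a lacking pdr1 and pdr3 grown in galactose medium; growth measured after three days at 30 °C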
# Mtb BioA inh: blocks M. tuberculosis BioA enzyme activity; inhibition, % at 9.99 µM; purified M. tuberculosis BioA enzyme, plate reader; AID 602481; 0.096% of 360,000 active; in the data active means inhibition above about 40%; inconclusive means no clear call, values can overlap the other calls
# Mtb FBA inh: Mtb fructose-bisphosphate aldolase inhibition. purified M. tuberculosis FBA, fluorescence read-out. P9WQA3. 2.3% of 360,000 active. inhibition, % at 1 µM; in the data active means inhibition above about 27%;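 further: 0% = vehicle and 100% = reference inhibitor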
# Target sequence (P9WQA3 whole entry, looked up): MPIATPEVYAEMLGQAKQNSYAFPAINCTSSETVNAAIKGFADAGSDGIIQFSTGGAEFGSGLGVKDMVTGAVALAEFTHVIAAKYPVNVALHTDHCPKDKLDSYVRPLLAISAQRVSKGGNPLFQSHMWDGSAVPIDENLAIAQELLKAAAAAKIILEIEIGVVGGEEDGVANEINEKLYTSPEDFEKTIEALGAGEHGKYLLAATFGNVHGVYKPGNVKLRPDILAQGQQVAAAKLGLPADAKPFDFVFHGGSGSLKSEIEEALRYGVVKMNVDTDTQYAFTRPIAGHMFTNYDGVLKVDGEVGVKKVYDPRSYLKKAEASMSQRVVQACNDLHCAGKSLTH
# UGM FP inh: Mtb UDP-galactopyranose mutase inhibition; purified UGM, fluorescence polarization probe displacement; inhibition, % at 10 µM; 0.06% of 320,000 active; AID 504406; in the data active means inhibition above about 10%, passing the limit was not always enough; inconclusive means no clear call, values can overlap the other calls
# Target sequence (P9WIQ1 whole entry, looked up): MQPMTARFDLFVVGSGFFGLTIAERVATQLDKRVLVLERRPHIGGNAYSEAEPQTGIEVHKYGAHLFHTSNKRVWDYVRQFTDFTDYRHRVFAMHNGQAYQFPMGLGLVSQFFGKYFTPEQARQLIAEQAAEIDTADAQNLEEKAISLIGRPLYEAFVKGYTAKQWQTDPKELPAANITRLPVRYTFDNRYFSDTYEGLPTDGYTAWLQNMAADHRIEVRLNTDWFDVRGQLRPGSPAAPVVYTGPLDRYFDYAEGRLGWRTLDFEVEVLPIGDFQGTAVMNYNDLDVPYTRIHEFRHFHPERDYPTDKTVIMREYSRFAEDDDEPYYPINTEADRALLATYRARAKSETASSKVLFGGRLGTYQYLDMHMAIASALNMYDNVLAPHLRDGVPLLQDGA
# FadD28 FP inh: M. tuberculosis FadD28 bisubstrate binding inhibition; FadD28 bisubstrate probe binding, fluorescence polarization; inhibition, % at 12.5 µM; 0.22% of 360,000 active; in the data active means inhibition above about 8.5%, passing the limit was not always enough; inconclusive means no clear call, values can overlap the other calls
# BoNT-F LC inh: inhibitors of Botulinum neurotoxin F light chain protease | Multiplex microsphere protease cleavage assay, flow cytometry | 0.22% of 360,000 active | inhibition, % at 10 µM; in the data active means inhibition above about 35%, passing the limit was not always enough; inconclusive means no clear call, values can overlap the other calls; further: plate controls were buffer without enzyme for full effect and enzyme alone for no effect
# * marks the source's active call; other numbers are inactive results; ? = inconclusive; · = not tested or not shown. Unless noted, no stated cut-off is given here; in the data, active means inhibition above about 30%; inconclusive means no clear call, values can overlap the other calls; inactive means below that.
SMILES,GDH-TPI counter,BoNT A protease,Anthrax LF inh2,PfHsp40 yeast,Mtb BioA inh,Mtb FBA inh,UGM FP inh,FadD28 FP inh,BoNT-F LC inh
Cc1ccc(C(C)NC(=O)c2c(C)noc2C)cc1C (configuration not stated),2,-4.0,-2,-1.1,·,0,0.3,-3.1,-2
COc1ccc(C(=O)NCC(=O)OCC(=O)N(C)c2ccccc2)cc1,0,-0.3,-8,-1.8,0.2,8,1.3,-1.3,3
Cc1onc(-c2ccccc2)c1C1=N/C(=C\c2ccccc2F)C(=O)O1,-7,0.5,2,-2.3,·,-5,1.9,-3.3,4
C/C(CC(C)C)=N\Oc1nc(C)cc(C)n1,-10,·,·,·,-0.6,2,-1.3,-2.0,·
CCn1c(SCC(=O)Nc2ccc3[nH]c(=O)[nH]c3c2)nc2ccccc21,-5,0.0,-8,-0.5,9.4,1,0.1,-2.2,4
Cc1cc(NC(=O)CSc2nc(CC(C)(C)C)nc3c2c(=O)n(C)c(=O)n3C)no1,-1,0.1,-6,2.2,0.2,6,-2.1,-0.3,10
O=C(Cc1cccc(NC(=O)C2CCN(C(=O)C3CCCC3)CC2)c1)Nc1cccc(C(=O)N2CCCC2)c1,9,0.5,-7,0.0,-2.8,5,-2.9,-0.8,-7
O=C(Nc1nnc(S(=O)(=O)Nc2ccccc2)s1)C1CCCCC1,3,0.3,-8,2.6,-1.5,1,1.6,-1.7,-2
CCCCCn1c(=O)[nH]c2cc(C(=O)N3CCN(c4ccc(F)cc4)CC3)ccc2c1=O,-2,-5.1,-6,0.7,0.2,4,·,-2.8,-16
C/C=C(/C)C(=O)O[C@@H]([C@H](O)c1cc2ccc(=O)oc2cc1OC)C(C)(C)O[C@@H]1O[C@H](CO)[C@@H](O)[C@H](O)[C@H]1O,12,-0.9,4,-0.9,-1.1,59*,1.0,-0.7,-4
O=c1c(-c2ccc(Cl)cc2)cnc2n1CCS2,-1,-0.1,2,-0.5,·,-5,2.4,-3.5,-1
O=S(=O)(c1ccccc1OC(F)(F)F)N1CCN(c2ccnc3cc(Cl)ccc23)CC1,1,1.9,3,5.8,-2.2,0,-1.0,-10,-4
CC(CNC(=O)CCCn1c(=O)c2cccn2c2cccnc21)c1ccccc1 (configuration not stated),27,0.2,2,·,-4.7,7,·,0.0,-7
Cc1ccc(NC(=O)C2CCN(C(=O)c3cccs3)CC2)cc1,4,0.2,-9,-0.2,0.7,1,-0.5,0.0,-18
COc1ccc(-c2nnc(OC)c3ccccc23)cc1,-1,2.8,7,1.3,27,-2,-4.8,-1.3,37*
CN(C(=O)c1ccc(S(=O)(=O)N2CCCCC2)cc1)C1CCS(=O)(=O)C1 (configuration not stated),2,·,·,0.1,0.1,-1,-1.0,-2.1,·
COc1ccc(CN2CC[C@@H](N3CCOCC3)[C@H](O)C2)cc1F,-3,3.6,-9,-0.9,-0.1,0,-1.2,0.9,-13
CC(C)c1ccc(/C=C/C2=NNC(=O)CC2)cc1,9,-0.5,-8,-1.5,·,0,0.3,0.6,-3
Fc1cccc(/C=N/Nc2ccc3ccccc3n2)c1,7,-1.1,-8,-1.0,·,1,-1.2,-3.1,-9
COc1ccc(Br)cc1CN(C)CC(=O)Nc1cc([N+](=O)[O-])ccc1OC,1,-0.5,-4,0.1,-1.2,0,·,-1.3,0
C=CCc1ccc(OCCOCCN(C)C)c(OC)c1,3,-0.3,-2,0.3,0.4,-5,-0.5,-0.4,14
O=C(Nc1c2c(nn1-c1ccc([N+](=O)[O-])cc1)CS(=O)(=O)C2)c1ccco1,14,2.2,-2,-0.6,-2.5,-3,1.9,-1.1,8
CC(Sc1ccc2nnc(-c3ccc(F)cc3)n2n1)C(=O)O (configuration not stated),7,-1.6,-16,0.9,0.4,12,5.5,1.0,-6
O=C(COc1cccnc1[N+](=O)[O-])N1CCC(Cc2ccccc2)CC1,-2,-0.2,-5,5.4,23,-3,-6.5,-1.9,-5
Nc1cc2c(cc1Cl)-c1ccc(Cl)cc1C2=O,9,-0.2,-9,0.2,-1.2,0,·,-1.3,-12
Cc1ccc(C(=O)NCC(=O)N(C)CC(=O)Nc2c(Cl)cccc2Cl)s1,6,0.8,-1,0.0,0.1,6,3.0,-2.3,?
CC(C)c1nnc(NC(=O)CCC(=O)NCC2CCCO2)s1 (configuration not stated),-1,-0.2,0,-0.7,-1.6,0,0.0,-2.9,0
CCc1ccc(N(CC)C(=O)Cc2c(C(=O)O)n(C)c3ccccc23)cc1,4,-2.3,8,-0.8,-0.3,5,0.8,1.5,32
COc1ccc(OC)c(NC(=O)COC(=O)c2ccc(-n3cnnn3)cc2)c1,6,-1.3,-7,-0.6,1.5,2,0.4,-0.6,-1
Cc1ccc(S(=O)(=O)CCC(=O)Nc2ccccc2C)cc1,-2,1.0,-6,1.4,0.9,3,-1.2,-0.8,2
C[C@@H](NC(=O)c1nc[nH]c1C(=O)NCCCCCNC(=O)OC(C)(C)C)c1ccccc1,6,0.4,-4,13,0.8,-2,4.5,-4.1,-3
O=C(COC(=O)c1cc[n+]([O-])cc1)Nc1cccc(Br)c1,11,-0.6,-2,-0.6,·,3,·,-1.2,2
O=C(N/N=C/c1ccc([N+](=O)[O-])cc1)c1cc2ccccc2o1,28,-9.3,-1,-0.3,0.3,-1,-2.2,-2.5,?
Cc1ccc(NC(=O)CN(C)S(=O)(=O)c2cccc3cccnc23)cc1,-16,-0.2,-1,0.8,0.2,0,1.4,-1.1,5
COc1ccc(Cn2cnc3c([N+](=O)[O-])c(C)c(C)cc32)cc1,9,-2.6,-7,0.9,3.2,-2,-1.2,-2.1,-4
COc1ccc(-n2c(SCC(=O)Nc3ccccc3)nc(O)cc2=O)cc1,7,-7.7,-3,1.0,2.3,2,0.1,-1.3,?
COCCCn1c(C(=O)Nc2ccc3c(c2)OCO3)cc2c(=O)n3ccccc3nc21,4,-0.6,-1,-2.0,-2.0,-2,2.0,-0.7,5
Cc1cccc(NC(=O)c2nc[nH]c2C(=O)N[C@H](C)c2ccccc2)c1,7,-1.0,-8,2.3,0.4,0,-0.1,-6.3,-2
COc1ccc(C(=O)NCC(=O)NCC(=O)OCC(=O)c2ccc(Br)cc2)cc1,4,-2.6,-3,-1.1,-2.4,-1,0.1,-2.2,-11
O=S(=O)(c1ccc(NC(=S)Nc2ccc3c(c2)OCO3)cc1)N1CCOCC1,4,-0.1,0,-1.7,-0.6,1,-1.4,-0.3,-1

# Only PfHsp40 yeast, GDH-TPI counter and UGM FP inh (3 entries from above):
SMILES,PfHsp40 yeast,GDH-TPI counter,UGM FP inh
CCCCCn1c(=O)[nH]c2cc(C(=O)N3CCN(c4ccc(F)cc4)CC3)ccc2c1=O,0.7,-2,·
C/C=C(/C)C(=O)O[C@@H]([C@H](O)c1cc2ccc(=O)oc2cc1OC)C(C)(C)O[C@@H]1O[C@H](CO)[C@@H](O)[C@H](O)[C@H]1O,-0.9,12,1.0
O=c1c(-c2ccc(Cl)cc2)cnc2n1CCS2,-0.5,-1,2.4

# Next part.
SMILES,GDH-TPI counter,BoNT A protease,Anthrax LF inh2,PfHsp40 yeast,Mtb BioA inh,Mtb FBA inh,UGM FP inh,FadD28 FP inh,BoNT-F LC inh
[O-]c1ccccc1-[n+]1c(-c2ccccc2)cc(-c2ccccc2)cc1-c1ccccc1,9,0.8,-8,1.5,0.6,2,0.3,-0.7,-6
COc1ccc(-c2csc(Cc3nnc(N4CCOCC4)n3-c3ccccc3)n2)cc1OC,1,0.2,-5,-2.1,·,1,0.2,1.2,-16
Cc1nc(N(C)C)c2sc(=S)n(-c3ccccc3)c2n1,10,0.5,0,-0.9,-1.6,2,0.4,-0.4,-3
CC1(C(=O)N/N=C/c2ccc3c(c2)OCO3)CC1(Br)Br (configuration not stated),21,1.5,3,-0.5,-1.8,-1,0.3,-0.4,6
COc1cc(Cl)cc(C2NC(=S)NC(c3ccccc3)=C2C(C)=O)c1OCC(=O)O (configuration not stated),12,-0.7,5,0.3,·,0,-1.6,0.4,-5
O=C(Nc1ccc(S(=O)(=O)N2CCCCC2)cc1)C1CC(=O)N(c2ccc(Cl)cc2)C1 (configuration not stated),-1,1.4,-4,0.6,0.2,1,-1.2,·,8
CN1C(=S)SC(/[N+]([O-])=C/c2c(F)cccc2Cl)C1(C)C (configuration not stated),-4,1.3,5,·,0.3,-1,-0.5,-2.5,1
CCOC(=O)N1CCN(c2cc(=O)n(-c3ccc(OCC)cc3)c(=O)[nH]2)CC1,2,1.2,0,0.2,·,-2,-1.2,-2.6,1
O=C1/C(=C/c2cccc([N+](=O)[O-])c2)Oc2cc(O)ccc21,12,-1.1,8,-0.1,-1.7,-6,-1.0,-1.2,-2
O=C(Nc1ccc(F)cc1)c1ccc(S(=O)(=O)NCc2cccnc2)cc1,14,1.7,5,-0.4,-0.7,-3,1.1,0.4,-1
CCOc1ccc(-n2c(=S)sc3c(=O)[nH]c(SCC(=O)N4CCC(C)CC4)nc32)cc1,29,-0.6,-1,0.0,1.2,-2,-0.6,?,-8
O=C1C=C(Nc2ccc(O)cc2)CC(c2ccco2)C1 (configuration not stated),14,?,-4,-0.9,7.8,-2,-1.9,0.5,-9
CCn1c(C(C)NC(=O)c2cccs2)n[nH]c1=S (configuration not stated),4,0.6,1,-1.3,1.3,-1,1.8,-0.8,2
CC(C)(C)C1COc2ccccc2N1C(=O)c1ccccc1Cl (configuration not stated),-3,-0.3,3,0.7,-1.4,2,0.6,-0.5,5
C/C(=N\n1c(C)cc(C)c(C#N)c1=O)c1cccs1,25,0.3,2,-0.6,·,-1,-2.6,1.5,14
Cn1cc(CN(Cc2ccccc2)C[C@@H]2CCC(=O)N2)c(-c2ccccc2F)n1,-7,-0.3,2,-0.8,·,4,-1.7,-1.7,2
Cc1ccc(N2CC(C(=O)Nc3ccc(S(=O)(=O)NCC4CCCO4)cc3)CC2=O)cc1 (configuration not stated),-2,-2.6,0,0.6,-2.1,0,1.3,-0.1,-3
O=C(O)c1ccccc1NS(=O)(=O)c1cccc(N=Nc2c(O)[nH]c(=S)[nH]c2=O)c1,5,-2.0,-2,-0.4,0.0,-15,·,4.2,0
O=C(NCc1ccccn1)Nc1cc(Cl)ccc1Cl,1,1.3,0,-0.9,-4.3,-1,-1.2,-3.0,1
O=C(Cn1cc(C(F)(F)F)cc(Cl)c1=O)NC1CCS(=O)(=O)C1 (configuration not stated),-13,-0.4,-7,-0.3,0.8,-3,0.8,-2.9,-12

# Random excerpt: two records from the list.
SMILES,GDH-TPI counter,BoNT A protease,Anthrax LF inh2,PfHsp40 yeast,Mtb BioA inh,Mtb FBA inh,UGM FP inh,FadD28 FP inh,BoNT-F LC inh
COc1ccc(-n2c(SCC(=O)Nc3ccccc3)nc(O)cc2=O)cc1,7,-7.7,-3,1.0,2.3,2,0.1,-1.3,?
O=C(Nc1ccc(S(=O)(=O)N2CCCCC2)cc1)C1CC(=O)N(c2ccc(Cl)cc2)C1 (configuration not stated),-1,1.4,-4,0.6,0.2,1,-1.2,·,8

# Next part:
SMILES,GDH-TPI counter,BoNT A protease,Anthrax LF inh2,PfHsp40 yeast,Mtb BioA inh,Mtb FBA inh,UGM FP inh,FadD28 FP inh,BoNT-F LC inh
CN(C)CCCNc1nc2cc(-c3ccccc3)sc2c(=O)n1C,10,0.9,4,·,-2.8,11,·,-2.9,-6
COc1cccc(-c2csc(N3CCN(C(=S)Nc4ccccc4Cl)CC3)n2)c1,8,-0.7,-10,0.5,-0.1,2,3.1,-2.2,-5
C#CCNC(=O)C1=C[C@@H](c2ccc3c(c2)OCO3)[C@H](CCCO)[C@@H](OCC)O1,7,-1.0,-3,-1.6,0.4,1,1.5,-0.3,-13
O=C(c1ccc2nc(Cc3ccccc3F)oc2c1)N1CCCC1,-8,-2.6,-2,0.2,0.7,-1,1.6,-3.7,10
O=C(O)c1ccc2c(c1)S(=O)(=O)c1cc(N3CCN(c4ncccn4)CC3)ccc1C2=O,1,-0.3,-2,·,-2.8,-6,·,-2.0,-4
CN1CCc2c(n(CC(O)CN(CCO)CCO)c3ccccc23)C1=O (configuration not stated),8,-0.1,0,0.9,1.0,2,-0.2,0.1,-4
CC(C)c1cccc(C(C)C)c1NC(=O)COc1nncc2ccccc12,9,-1.0,1,0.5,·,3,0.5,-0.8,-3
Cc1ccccc1NS(=O)(=O)c1csc(C(N)=O)c1,-7,-2.0,-2,-0.1,-1.3,-1,-1.6,·,-14
